GPR55 LPI antagonism: GPR55 antagonists blocking LPI-driven arrestin recruitment, primary screen, imaging, U2OS, beta-arrestin-GFP, LPI agonist (AID 2013). 290,000 tested, 0.13% active. U2OS GPR55 beta-arrestin-GFP translocation imaging, LPI antagonism; higher % means a stronger effect. inhibition, % at 10 µM; hits with a dose series show IC50 in µM;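 active = spots per cell inhibited over 60%, with over 100 cells counted and total cytoplasm intensity under 500,000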;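 note: U2OS cells stably carrying GPR55 and arrestin-GFP stimulated by 5 µM LPI near EC80; imaged beta-arrestin-GFP aggregate spots per cell after agonist stimulation; plate controls were LPI-stimulated DMSO wells for no effect and DMSO wells without LPI for full effect; some results filed as inactive read as strong as hits; confirmed hits need IC50 under 10 µM and bright autofluorescent wells are also inconclusive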
KOR beta-arrestin-1: KOR antagonists, beta-arrestin recruitment, cell-based, luminescence, uHTS (AID 1778); KOR beta-arrestin recruitment, luminescence, antagonist mode; higher % means a stronger effect; one-dose inhibition, % at 10 µM; IC50 in µM for titrated hits; 290,000 tested, 0.091% active; note: strong numbers were not always called active
Myeloid diff 2: myeloid differentiation induction; ER-HoxA9 myeloid progenitors, lysozyme-GFP differentiation, flow cytometry; 360,000 tested, 1% active; AID 624256; calls only at 10 µM;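 active = normalized GFP-positive differentiation at or above the plate's own cutoff, the solvent-only control mean plus 3 SD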;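 note: cells exposed to compound for four days before flow analysis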
GPR35 antagonists: inhibition of zaprinast-stimulated GPR35 beta-arrestin translocation – imaging, U2OS, beta-arrestin-GFP, zaprinast agonist, primary screen (AID 2058); inhibition, % at 10 µM, or IC50 in µM where a hit was titrated; 290,000 tested, 0.052% active; U2OS GPR35 beta-arrestin-GFP translocation imaging, zaprinast antagonism; higher % means a stronger effect;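 active = inhibition of at least 50% with at least 30 cells and total cytoplasm GFP at most 10,000,000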
NOD1 NF-kB reporter: inhibition of NOD1-driven NF-kB reporter – cell-based, luminescence, uHTS, primary screen (AID 1578) | inhibition, % at 4 µM, or EC50 in µM where a hit was titrated | 290,000 tested, 1% active | NOD1-driven NF-kB luciferase reporter cells, luminescence; higher % means a stronger effect; in the data active = inhibition mostly above about 36%, no sharp cut-off; inactive = mostly below about 34%;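 note: HEK-293T reporter cells stimulated with the NOD1 agonist gamma-tri-DAP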
HIV peptide binding: inhibitors of HIV fusion peptide binding, primary screen, biochemical, uHTS, fluorescence dequenching (AID 1986); inhibition, % at 20 µM; hits with a dose series show IC50 in µM; cell-free peptide binding, fluorescence dequenching, 30 min; higher % means a stronger effect; 290,000 tested, 0.3% active; in the data active = inhibition mostly above about 52%, no sharp cut-off; inactive = mostly below about 76%; note: some results filed as inactive read as strong as hits
KOR beta-arrestin-2: kappa opioid receptor activators – cell-based, luminescence, uHTS, primary screen (AID 1777); KOR beta-arrestin recruitment, luminescence; higher % means a stronger effect; one-dose activation, % at 10 µM; EC50 in µM for titrated hits; 280,000 tested, 0.02% active; in the data active = activation above about 50%, passing the limit was not always enough; note: a part of the inactive calls stands beside numbers as strong as those of hits
GPR55 activation: GPR55 agonists via beta-arrestin recruitment, primary screen, imaging, U2OS cells, beta-arrestin-GFP redistribution (AID 1961); 290,000 tested, 0.048% active; U2OS GPR55 beta-arrestin-GFP redistribution imaging; higher % means a stronger effect; activation, % at 10 µM, or EC50 in µM where a hit was titrated;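 active = activation above 40% with more than 50 cells counted in the well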;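 note: U2OS osteosarcoma cells stably expressing GPR55 and beta-arrestin-GFP; plate controls were DMSO negative control for no effect and LPI positive control for full effect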
HEK293 NOD2/NF-kB: inhibition of NOD2-driven NF-kB reporter – cell-based, luminescence, uHTS, HEK293 (AID 1566) | HEK293 NOD2/NF-kB luciferase reporter, luminescence; higher % means a stronger effect | inhibition, % at 4 µM, or EC50 in µM where a hit was titrated | 290,000 tested, 0.63% active; note: many of its hits are not listed in these tables
Myeloid diff 2 GFP+ MAC1+ %: also measured in Myeloid diff 2; calls as there; GFP+ MAC1+ double positive, %; measured here: differentiation confirmed by MAC1 staining
* = called active by the depositor; i = inactive; · = not tested or not shown; + = active, no number; [ ] = remark or other dose. Cut-off read from the data, not from the text of the source, unless noted: active = inhibition above about 50%; inactive = the rest.

Molecule	GPR55 LPI antagonism	KOR beta-arrestin-1	Myeloid diff 2	Myeloid diff 2 GFP+ MAC1+ %	GPR35 antagonists	NOD1 NF-kB reporter	HIV peptide binding	KOR beta-arrestin-2	GPR55 activation	HEK293 NOD2/NF-kB
Cc1cccc(Cl)c1NC(=O)N1CCN(c2ccnc3cc(Cl)ccc23)CC1	9%	-4%	i	0.7	-13%	-3%	-0.6%	5.1%	0.0%	0%
COc1c(OC(C)=O)ccc(/C=C/c2ccc3cccc(OC)c3n2)c1[N+](=O)[O-]	1%	-9%	i	0.4	2%	-7%	3.9%	-1.4%	-0.1%	-5%
COc1ccccc1C(=O)O/N=C(/c1ccncc1)c1ccc([N+](=O)[O-])cc1	0%	34%[20 µM]	i	0.4	2%	-26%	-0.4%	-3.4%	-0.1%	8%
CCCN1CCC(NC(=O)CC2C(=O)NCCN2Cc2ccccc2C)CC1 (centres undefined)	12%	11%	i	0.5	-5%	-9%	2.7%	-1.3%	-0.1%	15%
O=C(O)CCSC1CC(=O)N(c2ccccc2)C1=O (centres undefined)	3%	-4%	i	0.4	5%	-4%	-1.7%	-3.6%	0.5%	-8%
CCOC(=O)C1C(c2ccc([N+](=O)[O-])cc2)C2C(=O)NN=C2CC1(C)O (centres undefined)	-4%	23%	i	0.2	-7%	-4%	1.0%	3.0%	-0.1%	11%
CCOc1ccc(NC(=O)CC2C(=O)N(C)C(=S)N2Cc2ccco2)cc1 (centres undefined)	13%	13%	i	0.1	11%	3%	3.9%	-1.9%	-0.2%	9%
CN(C)CCCN1C(=O)C(=O)/C(=C(/O)c2ccncc2)C1c1ccccc1 (centres undefined)	16%	6%	i	1.5	11%	11%	-2.4%	0.5%	-0.2%	-13%
Cc1ccc(OCCCC(=O)Nc2ccc3c(c2)OCO3)cc1	-6%	22%	i	2.2	-3%	-2%	-2.4%	-3.9%	-0.3%	-30%
CC1(C)Cc2cccc(OCC(=O)N3CCN(S(=O)(=O)c4ccccc4F)CC3)c2O1	-8%	-20%	i	0.8	8%	-2%	1.1%	23%	-0.2%	-3%
O=C(C(=O)N1CCN(c2ccccc2F)CC1)c1cn(CC(=O)N2CCOCC2)c2ccccc12	-6%	-17%	i	0.6	5%	2%	-1.7%	-3.2%	0.3%	4%
CC(C)n1cc(/C=C(\C#N)S(=O)(=O)c2ccccc2)c2ccccc21	17%	1%	i	0.6	13%	26%	-0.6%	-3.0%	-0.1%	22%
O=C(NCCCN1CCN(CCCNC(=O)c2cccc(Cl)c2)CC1)c1cccc(Cl)c1	17%	7%	i	1.4	5%	2%	-1.4%	9.1%	0.2%	14%
Cc1cc(C)nc(Nc2n[nH]c(COc3ccc4ccccc4c3)n2)n1	13%	-13%	i	4.7	14%	-22%	1.0%	-5.3%	0.2%	13%
COc1ccccc1C(=O)N1CCN(Cc2ccc3c(c2)OCO3)CC1	-1%	-27%	i	1.4	-13%	-16%	-2.7%	-0.1%	-0.3%	19%
CCCN(CCC)S(=O)(=O)c1ccc(C(=O)N2CCN(C)CC2)cc1	6%	-19%	·	·	14%	13%	1.5%	0.1%	0.2%	17%
Cc1ccccc1OCC(=O)NNC=O	8%	27%	i	0.4	-5%	-7%	1.4%	-4.2%	0.1%	6%
COCc1nnc(NS(=O)(=O)c2ccc(C)cc2)s1	-1%	38%	i	1.9	-7%	-15%	-2.1%	2.4%	-0.1%	4%
CS(=O)(=O)N(CC(=O)NCC1CCCO1)c1cccc(Cl)c1 (centres undefined)	8%	-44%[20 µM]	i	0.2	-8%	-26%	0.1%	·	-0.1%	3%
NNc1ncnc2scc(-c3ccc(Cl)cc3)c12	1%	8%	+	·	0%	6%	0.0%	3.5%	-0.3%	-9%
Fc1ccc(-n2cc(-c3ccccc3)[n+]3c2SCC3)cc1	6%	2%[20 µM]	i	0.7	2%	-20%	-0.7%	-5.0%	-0.1%	6%
O=C(C1CCCCC1)N1CCC(c2nc3c(nnn3Cc3c(F)cccc3Cl)c(=O)[nH]2)CC1	13%	-3%	i	0.0	-5%	-42%	2.3%	5.5%	-0.4%	-18%
COc1ccc(S(=O)(=O)NCc2ccc(C(=O)NCc3cccnc3)cc2)cc1	16%	25%	·	·	-17%	-23%	-1.0%	-4.6%	0.7%	11%
CCOc1ccc(CNc2ccc3c(c2)ncn3C)cc1	-2%	10%	i	0.9	-8%	-23%	-0.6%	-2.0%	0.0%	-18%
CCCCC1(CC(=O)OCC)C(=O)N(c2ccccc2)N(c2ccccc2)C1=O	18%	-14%	i	2.0	1%	-21%	-1.7%	9.6%	0.1%	-2%
O=C(Nc1cccc(F)c1)c1cc(S(=O)(=O)N2CCOCC2)cs1	-8%	-19%[20 µM]	i	0.1	13%	-11%	-1.0%	·	0.2%	6%
Cc1ccc(-n2c(SCC(=O)N3Cc4ccccc4CC3C(=O)O)nnc2-c2cccnc2)c(C)c1 (centres undefined)	5%	-12%	i	0.2	-5%	-26%	9.2%	1.4%	1.1%	-1%
CC(Sc1nnnn1-c1ccccc1)C(=O)Nc1ccc(N2CCN(C)CC2)cc1 (centres undefined)	-6%	-40%	i	2.5	-3%	-9%	-1.3%	6.1%	-0.1%	-48%
COC(=O)CCN(C(=O)c1cc([N+](=O)[O-])cc([N+](=O)[O-])c1)c1ccccn1	-1%	11%	i	0.2	-11%	-20%	1.6%	-5.7%	-0.2%	20%
CCOc1ccc(C(C)=O)cc1N1C(=O)C2C3C=CC(C3=C(C)C)C2C1=O (centres undefined)	15%	1%	i	4.0	5%	17%	0.8%	-1.5%	0.2%	13%
COc1ccc(OC)c(S(=O)(=O)Nc2ccc(C(N)=O)cc2)c1	16%	24%	i	3.5	5%	3%	-1.2%	-3.0%	1.0%	9%
CN(C(=O)COC(=O)c1ccc(Cl)nc1)C1CCS(=O)(=O)C1 (centres undefined)	4%	6%	i	0.3	-8%	-36%	1.2%	0.8%	0.2%	2%
CSc1ccc(C(=O)C2CCCN(C(=O)CCn3cncn3)C2)cc1 (centres undefined)	-4%	-5%	i	1.6	5%	-4%	0.3%	-3.4%	0.3%	8%
O=[N+]([O-])c1ccccc1N/N=C1\CCc2ccccc21	-6%	13%	i	0.6	-8%	-51%	-4.0%	-4.2%	-0.2%	-63%
C(=C\c1ccccc1)/C=N/N1CCN(Cc2ccccc2)CC1	16%	2%	i	0.1	12%	-23%	-1.5%	-5.3%	0.3%	-8%
CCN(CC)c1ccc2c(-c3ccc(S(=O)(=O)O)cc3S(=O)(=O)[O-])c3ccc(=[N+](CC)CC)cc-3oc2c1	-15%	19%	i	0.7	-15%	-1%	159%	0.4%	0.0%	13%
Cc1cccn2c(=O)c3cc(C(=O)N4CCCC(C)C4)sc3nc12 (centres undefined)	-3%	3%	i	1.9	0%	-52%	-1.3%	-1.9%	·	1%
CC1=C(C(=O)Nc2ccc(Cl)cc2C(=O)N2CCC(C(N)=O)CC2)SCCO1	6%	-15%	i	1.2	16%	22%	-1.6%	4.4%	-0.1%	7%
CC(OC(=O)CNC(=O)c1ccc2ccccc2c1)C(=O)NC1CCCCC1C (centres undefined)	6%	5%	i	0.8	3%	-22%	0.7%	-1.4%	0.6%	2%
CNC(=O)CSc1nc2cc(S(=O)(=O)Nc3ccccc3OC)ccc2o1	3%	16%	i	0.6	3%	-29%	-0.2%	-1.9%	-0.4%	22%
N#Cc1ccc(NC(=O)Cn2cnc(S(=O)(=O)N3CCc4ccccc43)c2)cc1	-10%	-28%	i	0.7	16%	-21%	-0.7%	-7.6%	0.3%	5%
CCOc1cccc(CNCCO)c1OCc1ccc(Cl)cc1	-10%	17%	i	0.3	4%	-22%	-2.6%	0.9%	-0.3%	8%
CCOc1ccc(S(=O)(=O)NCCC(=O)OCN2C(=O)c3ccccc3C2=O)cc1	2%	-14%	i	1.0	3%	2%	1.4%	-5.3%	-0.1%	6%
Cc1ccccc1OCC(=O)Nc1nc(C)c(C(=O)N(C)C)s1	10%	-23%	i	1.7	2%	-19%	2.8%	0.9%	1.1%	4%
C/C(N)=C(/C#N)C(=O)CSc1ccccc1F	15%	22%	i	0.5	-6%	-33%	1.0%	-6.3%	-0.3%	-13%
COC(=O)c1cccc(C23CC4(C2)[C@H](CN(C)[C@@H]4c2ccccc2)C3c2ccc(C(F)(F)F)cc2)c1 (some centres undefined)	-4%	0%	i	0.9	11%	6%	0.7%	3.8%	-0.1%	-11%
CCCc1ccc(Oc2cc(Cl)nc(N)n2)cc1	4%	4%	i	0.7	11%	-39%	0.3%	11%	-0.3%	-51%
COC(=O)COc1ccc(S(=O)(=O)Nc2ccc3c(c2)OCCO3)cc1C	-7%	-7%	i	0.7	10%	-1%	2.2%	-0.8%	0.3%	8%
O=S(=O)(Nc1ccccc1N1CCCCC1)c1ccc(Cl)s1	-5%	-13%	i	0.3	-9%	14%	-4.1%	2.6%	-0.2%	8%
CCOC(=O)c1ccc(S(=O)(=O)NNC(=O)COc2cccc(C)c2)cc1	9%	13%	i	0.3	-10%	-19%	1.1%	14%	-0.1%	22%
Cc1ccc2nc(-c3ccccn3)[nH]c2c1	-4%	-34%[20 µM]	i	0.2	18%	-14%	-1.9%	2.9%	-0.3%	-89%
O=C(CSc1nnc(-c2cccnc2)n1Cc1ccco1)N1CCc2ccccc21	-5%	-38%	i	0.9	0%	-21%	1.7%	1.2%	-0.2%	4%
Cc1ccc(C(=O)N2CCC(Cc3ccccc3)CC2)cc1[N+](=O)[O-]	13%	9%	i	0.5	2%	15%	-1.9%	1.3%	0.1%	28%
COc1ccc(Cc2nnc(NC(=O)Cc3cccs3)s2)cc1	-12%	-18%	i	0.7	-1%	9%	-2.5%	-5.4%	1.0%	-8%
CC(C)Oc1ccc(CNC(=O)CCC(=O)N2CCSc3ccccc32)cc1	-3%	-27%[20 µM]	i	2.1	-9%	-6%	-0.5%	-0.2%	-0.1%	2%

In the list so far, 2 contain a furan ring, fused or not:
Molecule	GPR55 LPI antagonism	KOR beta-arrestin-1	Myeloid diff 2	Myeloid diff 2 GFP+ MAC1+ %	GPR35 antagonists	NOD1 NF-kB reporter	HIV peptide binding	KOR beta-arrestin-2	GPR55 activation	HEK293 NOD2/NF-kB
CCOc1ccc(NC(=O)CC2C(=O)N(C)C(=S)N2Cc2ccco2)cc1 (centres undefined)	13%	13%	i	0.1	11%	3%	3.9%	-1.9%	-0.2%	9%
O=C(CSc1nnc(-c2cccnc2)n1Cc1ccco1)N1CCc2ccccc21	-5%	-38%	i	0.9	0%	-21%	1.7%	1.2%	-0.2%	4%

An excerpt (hit frequency here may not be typical).
